# Source: PubChem BioAssay (several laboratories)
# RSV CPE inhibition = RSV antiviral activity via CPE protection, HEp-2 cells, primary 10 µM value included (AID 2391). HEp-2 cells, RSV-induced CPE inhibition; higher % means a stronger effect. CPE inhibition, % at 10 µM; hits with a dose series show IC50 in µM. actives 0.13% (n = 310,000); in the data active = a potency from the dose series; inconclusive = CPE inhibition mostly from about 23% at the one dose, without a potency; inactive = the rest, 99 in 100 with CPE inhibition below about 21%; note: strong numbers were not always called active
# GPR55 antagonists = GPR55 antagonists blocking LPI-driven arrestin recruitment, primary screen, imaging, U2OS, beta-arrestin-GFP, LPI agonist (AID 2013); G-protein coupled receptor 55 (Homo sapiens); actives 0.13% (n = 290,000); one-dose inhibition, % at 10 µM; IC50 in µM for titrated hits; U2OS GPR55 beta-arrestin-GFP translocation imaging, LPI antagonism; higher % means a stronger effect;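 active = spots per cell inhibited over 60%, with over 100 cells counted and total cytoplasm intensity under 500,000; inconclusive = wells with under 100 cells, flagged as likely toxic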;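 note: U2OS cells stably carrying GPR55 and arrestin-GFP stimulated by 5 µM LPI near EC80; imaged beta-arrestin-GFP aggregate spots per cell after agonist stimulation; plate controls were LPI-stimulated DMSO wells for no effect and DMSO wells without LPI for full effect; some results filed as inactive read as strong as hits; confirmed hits need IC50 under 10 µM and bright autofluorescent wells are also inconclusive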
# MgcRacGAP inhibition = MgcRacGAP GTPase-activating activity inhibitors, confirmation, biochemical, ADP Hunter fluorescence; Rac GTPase-activating protein 1 (Homo sapiens); MgcRacGAP-stimulated Rac1 GTP hydrolysis, ADP Hunter fluorescence; higher % means a stronger effect; GST-tagged Rac1 F28L mutant substrate; one-dose inhibition, % at 30 µM; IC50 in µM for titrated hits; actives 0.6% (n = 340,000); AID 624330, 2012;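 active = first-screen hits whose inhibition reached a set limit at any dose in the follow-up dose series; inconclusive = inhibition above the set first-screen limit but never retested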;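 note: fluorescence reports GDP produced by GAP-driven GTP hydrolysis; strong numbers were not always called active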
# PhoP inhibition = inhibitors of PhoP regulon expression, primary screen, Salmonella Typhimurium, GFP reporter (AID 1863); one-dose inhibition, % at 50 µM; IC50 in µM for titrated hits; S. Typhimurium PhoP-regulated promoter GFP reporter, 4 h; higher % means a stronger effect; actives 0.16% (n = 300,000);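 active = inhibition over 29.93%, a cutoff 3 SD above the screen mean, later confirmed by dose response; inconclusive = inhibition over 29.93% but no dose response follow-up; inactive = inhibition at most 29.93% or unconfirmed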;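 note: 0% = low Mg2+ inducing control and 100% = high Mg2+ repressing control; strong numbers were not always called active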
# HIV peptide binding = inhibitors of HIV fusion peptide binding, primary screen, biochemical, uHTS, fluorescence dequenching (AID 1986); cell-free peptide binding, fluorescence dequenching, 30 min; higher % means a stronger effect; inhibition, % at 20 µM, or IC50 in µM where a hit was titrated; actives 0.3% (n = 290,000); in the data active = inhibition mostly above about 52%, no sharp cut-off; inactive = mostly below about 76%; note: some results filed as inactive read as strong as hits
# GPR35 antagonists = GPR35 antagonists blocking zaprinast-driven arrestin recruitment, primary screen, imaging, U2OS, beta-arrestin-GFP, zaprinast agonist (AID 2058). U2OS GPR35 beta-arrestin-GFP translocation imaging, zaprinast antagonism; higher % means a stronger effect. one-dose inhibition, % at 10 µM; IC50 in µM for titrated hits. actives 0.052% (n = 290,000);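 active = inhibition of at least 50% with at least 30 cells and total cytoplasm GFP at most 10,000,000; inconclusive = under 30 cells or total GFP of 10,000,000 plus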
# UTI89 phage lysis = inhibition of K1F phage lysis, E. coli UTI89, bacterial capsule biogenesis inhibitors, alamar blue (AID 488966). E. coli UTI89 K1F phage lysis, alamar blue, 2 h; higher % means a stronger effect. inhibition, % at 100 µM; hits with a dose series show IC50 in µM. actives 0.02% (n = 340,000);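 active = phage lysis inhibition, versus mean bacterial control, above a set limit; inconclusive = no clear call, values can overlap the other calls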;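 note: capsule biogenesis inhibitors block K1F phage lysis so surviving cells raise fluorescence; higher fluorescence means more inhibition of phage lysis; actives were called in the ten point dose series up to 300 µM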
# Large T inhibition = SV40 large T antigen inhibitors, biochemical (AID 1903); SV40 large T antigen ATPase/helicase inhibition assay; higher % means a stronger effect; one-dose inhibition, % at 20 µM; IC50 in µM for titrated hits; actives 0.39% (n = 310,000); in the data active = a potency from the dose series; inconclusive = inhibition mostly from about 32% at the one dose, without a potency; inactive = the rest, 99 in 100 with inhibition below about 32%; note: strong numbers were not always called active
# Dengue-2 NS5 capping = Dengue-2 NS5 methyltransferase inhibitors, primary screen, biochemical, confirmation dose response (AID 588689); Genome polyprotein (Dengue virus type 2 (strain 16681-PDK53)); Dengue-2 NS5 methyltransferase capping enzyme assay, biochemical; higher % means a stronger effect; inhibition, % at 25 µM; hits with a dose series show IC50 in µM; actives 0.3% (n = 340,000); in the data active = a potency from the dose series; inconclusive = inhibition above about 29% without an active follow-up result
# Dengue-2 NS5 capping pilot replicate = also measured in Dengue-2 NS5 capping; calls as there; inhibition, %; measured here: pilot screen replicate inhibition
# * = called active by the depositor; ? = inconclusive; . = not tested or not shown; [ ] = dose if it differs, or a comment.
SMILES,RSV CPE inhibition,GPR55 antagonists,MgcRacGAP inhibition,PhoP inhibition,HIV peptide binding,GPR35 antagonists,UTI89 phage lysis,Large T inhibition,Dengue-2 NS5 capping,others
Cc1nnc(NC(=O)c2ccccc2-c2ccccc2C(=O)O)s1,-2.0%,7%,11%,-11%,-2.4%,13%,0.7%,7%,-5%,
COc1ccc(S(=O)(=O)N2CCC(C(=O)NC3CCCCC3C)CC2)cc1 (configuration not stated),1.1%,-5%,-10%,6%,0.2%,3%,-0.1%,0%,2%,
COc1ccc(C2C(C(=O)c3cccs3)=C(O)C(=O)N2CCN2CCOCC2)c(OC)c1 (configuration not stated),-0.9%,8%,10%,5%,-2.6%,9%,0.3%,1%,-3%,
Cc1cccc(C)c1NC(=O)c1sccc1SCc1cccc(C(F)(F)F)c1,1.4%,16%,3%,6%,2.7%,-6%,-0.4%,2%,-6%,
Cc1cc(N/C=C\C(=O)c2ccc(Cl)c(Cl)c2)no1,-0.5%,16%,11%,-7%,-1.7%,10%,0.5%,32%,-5%,
CCOC(=O)C(NC(=O)c1ccc(OC)cc1)(Nc1cc(C)on1)C(F)(F)F (configuration not stated),0.4%,0%,10%,-1%,2.0%,1%,5.5%,3%,1%,
COc1ccccc1NS(=O)(=O)c1ccc(Cl)c(NC(=S)NC(=O)C2CCCC2)c1,?,18%,12%,5%,-0.9%,-21%,1.7%,5%,-8%,
O=C(Nc1ccon1)c1ccc(S(=O)(=O)N2CCCCCC2)cc1,2.3%,10%,12%,-8%,1.6%,-12%,2.0%,13%,-2%,
CCSc1ccccc1C(=O)n1nnc2ccccc21,0.2%,4%,6%,16%,-0.9%,8%,0.5%,27%,-25%,
Cc1noc(C)c1CS(=O)(=O)c1ccc([N+](=O)[O-])cc1,-0.8%,6%,2%,-5%,-0.4%,3%,1.5%,5%,-2%,
CCN(CC)c1ccc(NC(=O)c2cc(Cl)ccc2OC)cc1,17%,-7%,21%,5%,1.3%,-4%,0.3%,17%,-9%,
N/C(Cc1cccc2ccccc12)=N\OC(=O)c1ccc2c(c1)OCO2,2.5%,3%,0%,-3%,-0.9%,-6%,0.5%,7%,-3%,
CC(C)CCN1CCN(Cc2cnc(-c3ccccc3)s2)CC1CCO (configuration not stated),-3.3%,13%,6%,1%,0.3%,9%,0.3%,1%,-1%,
CC(=O)N1CN(C2CC(C)(C)NC(C)(C)C2)Cc2c1sc1c2CCCC1,-0.4%,5%,7%,1%,0.3%,5%,6.8%,5%,0%,
O=C(COC(=O)Cc1cccc(C(F)(F)F)c1)Nc1ccc2c(c1)OCCO2,0.8%,2%,14%,-6%,-0.2%,1%,-0.1%,9%,5%,
CCOc1cc(N2CCOCC2)c(OCC)cc1NC(=O)COC(=O)C1CCCN1S(=O)(=O)c1ccccc1F (configuration not stated),0.3%,.,4%,.,.,.,0.2%[50 µM],.,-5%,
O=C(Nc1nc(-c2nc3ccccc3s2)cs1)c1ccco1,1.1%,-1%,9%,-9%,0.6%,5%,1.2%,5%,1%,
CCOC(=O)C1=C(C)N(C)C(=O)NC1c1c(O)ccc2ccccc12 (configuration not stated),2.3%,4%,-3%,-4%,-1.1%,12%,-0.2%,8%,4%,
O=C(O)c1cc([N+](=O)[O-])cc2c1C=Cc1ccccc1O2,0.0%,-5%,-1%,.,3.6%,2%,0.7%,7%,5%,
CCC(C)(C)n1nnnc1C(c1ccncc1)N1CCC(Cc2ccccc2)CC1 (configuration not stated),1.4%,-1%,-7%,-2%,-0.3%,22%,-0.3%,24%,1%,
O=C(O)C[C@H]1c2ccc(C(F)(F)F)cc2S(=O)(=O)N1Cc1ccccc1,-1.0%,.,7%,.,.,.,-1.5%,3%,-2%,
COC(=O)c1ccc(OCC(O)CN2C(=O)c3ccccc3S2(=O)=O)cc1 (configuration not stated),2.1%,-2%,-8%,0%,-2.3%,2%,2.1%,3%,-13%,
O=C(CSc1ccc(C(F)(F)F)cc1[N+](=O)[O-])Nc1ccccc1,-1.6%,2%,1%,-6%,-2.0%,21%,-0.2%,1%,-2%,
NC(=O)N/N=C/c1ccc(N2CCOCC2)s1,-1.1%,4%,40µM*,-6%,4.3%,6%,0.3%,14µM*,-33%,
COc1ccc(-n2nc([N+](=O)[O-])c(=NCCc3ccc(Cl)cc3)n2O)cc1,-0.4%,0%,12%,2%,-0.6%,-7%,0.9%[50 µM],4%,-2%,

# Grouped by structure, those above containing a nitro group on carbon (four)
SMILES,RSV CPE inhibition,GPR55 antagonists,MgcRacGAP inhibition,PhoP inhibition,HIV peptide binding,GPR35 antagonists,UTI89 phage lysis,Large T inhibition,Dengue-2 NS5 capping,others
Cc1noc(C)c1CS(=O)(=O)c1ccc([N+](=O)[O-])cc1,-0.8%,6%,2%,-5%,-0.4%,3%,1.5%,5%,-2%,
O=C(O)c1cc([N+](=O)[O-])cc2c1C=Cc1ccccc1O2,0.0%,-5%,-1%,.,3.6%,2%,0.7%,7%,5%,
O=C(CSc1ccc(C(F)(F)F)cc1[N+](=O)[O-])Nc1ccccc1,-1.6%,2%,1%,-6%,-2.0%,21%,-0.2%,1%,-2%,
COc1ccc(-n2nc([N+](=O)[O-])c(=NCCc3ccc(Cl)cc3)n2O)cc1,-0.4%,0%,12%,2%,-0.6%,-7%,0.9%[50 µM],4%,-2%,

# Back to the main list, starting four compounds before the break.
SMILES,RSV CPE inhibition,GPR55 antagonists,MgcRacGAP inhibition,PhoP inhibition,HIV peptide binding,GPR35 antagonists,UTI89 phage lysis,Large T inhibition,Dengue-2 NS5 capping,others
COC(=O)c1ccc(OCC(O)CN2C(=O)c3ccccc3S2(=O)=O)cc1 (configuration not stated),2.1%,-2%,-8%,0%,-2.3%,2%,2.1%,3%,-13%,
O=C(CSc1ccc(C(F)(F)F)cc1[N+](=O)[O-])Nc1ccccc1,-1.6%,2%,1%,-6%,-2.0%,21%,-0.2%,1%,-2%,
NC(=O)N/N=C/c1ccc(N2CCOCC2)s1,-1.1%,4%,40µM*,-6%,4.3%,6%,0.3%,14µM*,-33%,
COc1ccc(-n2nc([N+](=O)[O-])c(=NCCc3ccc(Cl)cc3)n2O)cc1,-0.4%,0%,12%,2%,-0.6%,-7%,0.9%[50 µM],4%,-2%,
COc1ccccc1CNC(=O)COc1ccccc1C,3.0%,-2%,2%,-6%,-0.9%,-11%,0.4%,0%,2%,
Cc1ccc(S(=O)(=O)c2cc(OC(=O)c3ccco3)ccc2OC(=O)c2ccco2)cc1,4.4%,7%,5%,0%,0.0%,4%,2.2%,14%,-12%,
N#CCn1nnc(-c2ccc3c(c2)OCO3)n1,5.2%,4%,-4%,7%,-1.1%,1%,-0.5%,5%,-2%,
O=C(O)/C(=C\c1cccc(OCc2ccccc2)c1)c1ccc(F)cc1,4.4%,6%,10%,-6%,19%,8%,-1.2%,16%,5%,
Oc1ccc(C2=CSC3=NCCN23)cc1O,2.7%,2%,.,-8%,-0.3%,-4%,0.4%,?,-2%,
c1ccc(COC2CCCN(Cc3nc(-c4cnccn4)no3)C2)nc1 (configuration not stated),1.2%,-6%,5%,-8%,0.3%,3%,0.3%,13%,-2%,
Cc1cc(=O)oc2cc(OCC(=O)N3CCN(C(=O)C4COc5ccccc5O4)CC3)ccc12 (configuration not stated),1.0%,10%,1%,5%,-0.4%,3%,0.2%,13%,5%,
O=C1c2ccccc2-c2nccnc21,0.2%,1%,9%,11%,-3.1%,26%,0.1%,12%,2%,
O=C(CCc1ccccc1)NC(=S)NCc1ccco1,1.2%,-1%,3%,1%,1.7%,-4%,0.1%,13%,0%,
COc1ccc(Cl)cc1C(=O)Nc1cccnc1,1.4%,-11%,11%,1%,-0.6%,1%,1.7%,0%,-5%,
COc1ccc(N=C2NC(=O)C(CO)(CO)S2)cc1,0.9%,-1%,7%,1%,1.0%,2%,0.3%,14%,4%,Dengue-2 NS5 capping pilot replicate=-3.6
O=C(C1CCCO1)N1CCN(C(=S)Nc2cccc(Cl)c2)CC1 (configuration not stated),0.7%,1%,7%,-10%,-1.7%,1%,-1.5%,5%,-1%,
CS(=O)(=O)N1CCc2cc(-c3csc(NC(=O)C(c4ccccc4)c4ccccc4)n3)ccc21,3.9%,7%,4%,0%,17%,-9%,0.2%,2%,-3%,
Cc1ccc(Oc2nc3ccccn3c(=O)c2/C=C(\C#N)C(=O)NC2CCS(=O)(=O)C2)cc1 (configuration not stated),1.0%,6%,5%,4%,4.7%,-6%,0.5%,13%,-12%,
Cc1cc(CNC(=O)[C@H](C)[C@@H]2C[C@@]2(C)[C@@H](NC(=O)OCc2ccccc2)c2ccccc2)nn1C,0.1%,6%,6%,4%,-1.2%,-10%,-1.5%,12%,-5%,
CCOc1cc(C(=O)Nc2cnccn2)cc(OCC)c1OCC,.,-7%,8%,-7%,-0.1%,-14%,1.6%,0%,-5%,
O=C(CN1CCN(Cc2ccccc2Cl)CC1)N=Nc1c(O)[nH]c2ccccc12,-0.6%,14%,7%,7%,1.4%,-12%,3.8%,1%,-7%,
CC(=O)NCCc1nc2cc(NC(=O)COc3cccc(C)c3)ccc2n1C,4.8%,5%,8%,-9%,-1.3%,-6%,0.3%,5%,-1%,
COc1ccc(/C=C2\SC(=O)N(CCC(=O)N3CCCCC3CCO)C2=O)cc1 (configuration not stated),3.5%,14%,7%,-1%,-0.2%,2%,0.1%,6%,-5%,
CCOC(=O)Cc1csc(/N=C/c2c(O)n(-c3ccccc3C(F)(F)F)c(=O)c3ccccc23)n1,2.2%,-8%,-3%,0%,2.8%,-4%,0.1%,4%,-20%,
Cc1cc(F)ccc1S(=O)(=O)Nc1ccccc1C(=O)Nc1ccccc1-c1nc2ccccc2[nH]1,-0.1%,13%,3%,2%,2.8%,-15%,0.3%,13%,-6%,
CCN1C(=O)[C@@H]2[C@H](C1=O)[C@@H]1C(=O)Nc3ccccc3C(=O)N1[C@@H]2c1cccc(C)c1,0.0%,.,2%,.,.,.,0.7%,2%,6%,
COc1ccccc1OCCOCCn1cnc2ccccc2c1=O,0.1%,-11%,3%,-10%,-0.7%,-19%,6.0%,5%,-3%,
